ARNT-TACC3 inh = disruptors of ARNT/TACC3 protein interaction, primary screen, biochemical, AlphaScreen, single concentration; AlphaScreen His-ARNT PAS-B/GST-TACC3 binding, luminescence; TACC3 fragment carries E629A point mutation; inhibition, % at 9.99 µM; 390,000 compounds, 0.66% hits; AID 623870, 2012;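 active means mean inhibition of replicates at least 50% and at least half of replicates each reaching 50%; inconclusive means half or more replicates reach 50% but mean below 50%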;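 further: 0% = complete ARNT plus TACC3 wells and 100% = ARNT alone without TACC3; many hits fall short of the cut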
PAX8 inh HTS = inhibitors of PAX8-driven TPO luciferase reporter, primary screen, RMG-I cells, single concentration; inhibition, % at 12.6 µM; SteadyGlo, 24 h; 360,000 compounds, 1.2% hits;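 active means mean replicate inhibition at least 60% with every replicate also reaching 60%; inconclusive means only one of the two criteria is met; inactive means mean below 60% and not all replicates reaching 60%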;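 further: luciferase light reporting Pax8 driven TPO promoter activity; plate controls were median of neutral control wells for no effect and mitoxantrone controls for full effect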
Cneo AK release = Cryptococcus neoformans cell lysis inducers, primary screen, AK release luminescence, single concentration; C. neoformans lysis, adenylate kinase release luminescence, 4 h; normalised: neutral wells 0, clomiphene wells 100; lysis activity, % at 15 µM; 360,000 compounds, 0.2% hits;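 active means mean lysis activity across replicates of at least 80%, whatever share of replicates individually reach that level; inactive means mean lysis activity below 80%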
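Assay system: Cryptococcus neoformans yeast cells / Dosing: single-point compound dose / Timing: 4 h at 37 °C static, read 1 h later / Measured by: luminescence of released adenylate kinase using an AK detection reagent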
PGC1a acetyl inh = inhibitors of PGC1a acetylation signal, primary screen, cell-based, U2OS, AlphaScreen, inhibitor mode; AlphaScreen anti-acetyl-lysine; with virally co-expressed GCN5 acetyltransferase; AID 651687, 2012; 350,000 compounds, 0.17% hits; inhibition, % at 15.6 µM;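 active means every replicate shows inhibition of at least 40%; inconclusive means mean inhibition at least 40% but some replicate below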;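 further: 0% = neutral control wells and 100% = positive control wells; some results beyond the cut were filed as inactive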
PglD inh = C. jejuni PglD acetyltransferase inhibitors, primary screen, biochemical, DTNB colorimetric, single point | UDP-N-acetylbacillosamine N-acetyltransferase PglD (Campylobacter jejuni) | purified PglD enzyme, DTNB colorimetric CoA detection | inhibition, % at 12.5 µM | 360,000 compounds, 0.098% hits; in the data active means inhibition above about 16%, passing the limit was not always enough; inconclusive means no clear call, values can overlap the other calls; further: strong numbers were not always called active
Statin myotox sup = suppressors of statin myotoxicity in C2C12 myotubes, primary screen, cell-based, single point, plate reader. rescue of ATP level, % at 7.49 µM. AID 602340, 2012. C2C12 myotubes + simvastatin, ATP luminescence, 48 h; scaled: DMSO 0, geranylgeraniol control 100. 330,000 compounds, 0.78% hits;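 active means mean ATP rescue above about 67%, or every replicate alone reaching that limit, limit read from the data, passing the limit was not always enough; inconclusive means no clear call, values can overlap the other calls; inactive means mean under the limit and some replicate under it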;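 further: myotubes were challenged with 10 µM simvastatin during compound exposure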
LGR2 inh = inhibitors of bursicon-induced LGR2 CRE-luciferase signal, primary screen, cell-based, HEK293, CRE-luciferase reporter, bursicon stimulation | inhibition, % at 9.99 µM | bursicon-stimulated, 4 h | Drosophila bursicon receptor LGR2 (rickets) | 380,000 compounds, 0.35% hits;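 active means drop in luminescence signal, shown as inhibition above about 50% in the replicate tests, limit read from the data, passing the limit was not always enough; inconclusive means probably only some replicates passing the limit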;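 further: agonist challenge used bursicon conditioned medium at about half maximal strength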
GSIS activator = GLuc luminescence reporter in INS-1E cells, primary screen for activators of glucose-dependent secretion of insulin. INS-1E GLuc reporter insulin secretion, 2-3 h. activation, % at 16.6 µM. 370,000 compounds, 0.61% hits;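 active means lowest replicate activation of at least 40%, so every replicate reaches that level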;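 further: 0% = median of neutral control wells and 100% = median of IBMX positive control wells; some compounds called inactive have numbers as strong as hits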
Numbers without * were called inactive; ? = inconclusive; . = no result given.

SMILES | ARNT-TACC3 inh | PAX8 inh HTS | Cneo AK release | PGC1a acetyl inh | PglD inh | Statin myotox sup | LGR2 inh | GSIS activator
CCOC(=O)CSc1nc(-c2ccccc2)ns1 | -5 | 18 | . | -10 | . | . | -16 | 7
CC(=O)Nc1sc(N/N=C/c2ccccc2)nc1-c1ccc(C)cc1 | -5 | 1 | . | -2 | . | . | -29 | -6
Cc1noc(C)c1NC(=O)N[C@@H]1CC[C@H](CC(=O)Nc2ccccc2)O[C@H]1CO | -6 | . | 2 | -5 | 0 | -1 | -40 | 5
O=C(Cc1ccncc1)NCC[C@@H]1CC[C@@H](NC(=O)Nc2ccc(F)cc2)[C@@H](CO)O1 | . | -6 | 5 | -2 | -3 | 0 | -4 | -8
Cc1noc(C)c1NC(=O)N(C)C[C@@H]1Oc2ncc(C#CCN(C)C)cc2C(=O)N([C@H](C)CO)C[C@H]1C | -2 | . | 0 | 3 | -2 | -3 | 10 | 6
COC(CNC(=O)C(C)n1nc(C)c2ccccc21)OC (stereo unspecified) | -7 | 0 | . | 10 | . | . | -44 | 23
CCOC(=O)Cn1nc(C)n(-c2ccc(Cl)cc2)c1=O | -5 | 11 | . | -2 | . | . | 0 | 8
COc1ccc(C2CC(c3cccc(Br)c3)=NN2c2ccc(S(N)(=O)=O)cc2)cc1 (stereo unspecified) | -58 | 11 | 0 | -1 | 7 | 32 | 8 | 8
Cc1cc(C(=O)N/N=C/c2cccc([N+](=O)[O-])c2)c(C)n1-c1ccccc1 | -4 | -64 | . | . | . | . | -59 | -15
COc1nc(C)nc2c1sc1nc3c(cc12)COC(C)(C)C3 | 6 | . | 1 | -1 | 6 | -5 | -20 | -15
Cc1ccccc1NC(=O)CSc1nc(N)c(C#N)cc1C#N | -4 | . | -1 | 9 | -9 | 3 | . | .
Nc1nnnn1/N=C/c1ccccc1OCc1ccc(Cl)cc1 | 4 | -6 | -2 | 0 | 5 | -13 | . | .
Cc1cc(C)n2nc(S(=O)(=O)N(CC(C)C)CC(C)C)nc2n1 | -4 | 6 | 2 | 7 | -3 | 4 | 6 | -3
N#Cc1ccc(-c2nc3ccc(Cl)cn3c2Cc2ccccc2)cc1 | . | -44 | -1 | 6 | 3 | 6 | -33 | .
Cc1ccc(C)n1Cc1ccccc1Cl | 21 | -11 | . | . | . | . | 7 | 0
COC(=O)c1ccc2nc(-c3ccc(OC)c(OC)c3)c(Cc3ccc(C)cc3)n2c1 | . | -9 | 0 | -31 | -5 | 2 | -17 | 0
Cc1cc(NS(=O)(=O)c2ccc(NC(=S)NC(=O)c3cccc(S(=O)(=O)N(C)C)c3)cc2)no1 | 3 | -3 | -3 | 0 | -1 | 20 | 3 | 14
O=C(NC1CCCC1)C(c1ccco1)N(C(=O)c1ccco1)c1ccc(F)cc1 (stereo unspecified) | -19 | -14 | -3 | . | 0 | 21 | -8 | -8
C[C@@H]1CN([C@H](C)CO)C(=O)Cc2cc(NC(=O)Cc3ccccc3)ccc2O[C@H]1CN(C)Cc1ccc(Cl)c(Cl)c1 | 22 | -53 | -7 | 5 | -4 | 45 | 7 | -21
CC(C)(C)C(=O)/C=C(\N)c1ccncc1 | 1 | . | 1 | -11 | -6 | . | . | .
COc1ccc2sc3ccccc3c(=O)c2c1 | 15 | -134 | -4 | -5 | 1 | 1 | . | .
Cc1ccc(-c2ccc3c(c2)O[C@@H](CN(C)C(=O)CN(C)C)[C@H](C)CN([C@@H](C)CO)S3(=O)=O)cc1 | 4 | . | 10 | 14 | 1 | 11 | -3 | 1
COCNc1nc(OCC#N)nc(N(C)C)n1 | 35 | . | 2 | . | -2 | -5 | . | .
Cc1ccnc(NC(=O)CCC(=O)c2cccs2)c1 | -11 | ? | -11 | . | -5 | -25 | 89* | 6
COc1ccc(CN2CC(C(=O)NCCC(C)C)CC2=O)cc1 (stereo unspecified) | 4 | 13 | . | -1 | . | . | -7 | 13

Next part, overlapping the part above by four compounds.
SMILES | ARNT-TACC3 inh | PAX8 inh HTS | Cneo AK release | PGC1a acetyl inh | PglD inh | Statin myotox sup | LGR2 inh | GSIS activator
Cc1ccc(-c2ccc3c(c2)O[C@@H](CN(C)C(=O)CN(C)C)[C@H](C)CN([C@@H](C)CO)S3(=O)=O)cc1 | 4 | . | 10 | 14 | 1 | 11 | -3 | 1
COCNc1nc(OCC#N)nc(N(C)C)n1 | 35 | . | 2 | . | -2 | -5 | . | .
Cc1ccnc(NC(=O)CCC(=O)c2cccs2)c1 | -11 | ? | -11 | . | -5 | -25 | 89* | 6
COc1ccc(CN2CC(C(=O)NCCC(C)C)CC2=O)cc1 (stereo unspecified) | 4 | 13 | . | -1 | . | . | -7 | 13
CCOC(=O)c1sc(NC(=O)C(CC)Sc2nccn2C)nc1C (stereo unspecified) | 12 | . | -7 | 5 | 1 | 7 | . | .
CCc1c(C(=O)NN2C(=O)C3CCCCC3C2=O)csc1C (stereo unspecified) | -7 | 2 | . | . | . | . | 22 | 16
COc1ccc(NCC(O)Cn2c(C)c(C)c3ccccc32)cc1 (stereo unspecified) | -8 | 20 | . | 11 | . | . | -3 | 1
Cc1ccc(CNC(=O)C2CCC(=O)N(Cc3ccc(Cl)cc3)C2)cc1F (stereo unspecified) | -5 | . | 0 | 0 | -3 | . | -4 | -47
CCc1ccccc1N(CC(=O)N1CCN(c2ccc(F)cc2)CC1)S(C)(=O)=O | 2 | . | 0 | -8 | -1 | 29 | 7 | -2
COc1ccc(CN(C)C[C@H]2OCCCC[C@@H](C)Oc3ccc(NC(=O)NC4CCCCC4)cc3C(=O)N([C@@H](C)CO)C[C@@H]2C)cc1 | 0 | . | 7 | 0 | 2 | . | 4 | -24
CO[C@H]1CN(C)C(=O)c2cc(NS(=O)(=O)c3ccc(Cl)cc3)ccc2OC[C@@H](C)N(C(=O)NC(C)C)C[C@H]1C | . | . | . | -7 | . | 2 | -8 | -3
Cc1cccc(C(=O)OCC(=O)N2CCCC2=O)c1[N+](=O)[O-] | 5 | -16 | 3 | . | -7 | -11 | 16 | 6
O=C(c1ccc(Cl)cc1)N1CCc2c([nH]c3ccccc23)C1C(F)(F)F (stereo unspecified) | -28 | 19 | 1 | 10 | 8 | . | . | .
O=C(Cc1cccc2ccccc12)N1CCCc2ccccc21 | -10 | 28 | 1 | -7 | 2 | . | . | .
COc1cccc(N2C(=O)CN(Cc3cc(OC)c(OC)c(OC)c3)C2=S)c1 | 5 | -6 | -1 | -12 | 3 | 14 | 12 | 7
O=C(Cc1ccsc1)NNC(=O)c1ccccc1O | 2 | . | -4 | 5 | -1 | 11 | 4 | 5
O=C(/C=C/c1ccc(Cl)cc1Cl)N1CCc2ccccc21 | 4 | -233 | . | . | . | . | -8 | 38
CC(C)NC(=O)N(C)C[C@H]1OCCCC[C@@H](C)Oc2ccc(NS(=O)(=O)c3ccccc3)cc2C(=O)N([C@@H](C)CO)C[C@@H]1C | . | 14 | . | 5 | . | . | 0 | -17
CN1[C@H](C(=O)NC2Cc3ccccc3C2)[C@@H](CO)[C@@H]2Cn3c(ccc(C4=CCCC4)c3=O)[C@@H]21 | -1 | -4 | 1 | -6 | -1 | 2 | -3 | -7
CC(=O)Nc1ccc(-c2cn3cccnc3n2)cc1 | -3 | . | . | 7 | . | . | -11 | 1
CC1CCCCC1NC(=O)COC(=O)COc1ccccc1F (stereo unspecified) | -6 | 10 | 0 | -9 | -6 | -5 | 6 | -11
CC(C)C[C@H]1CNC(=O)C(=O)N1C[C@H]1CCCN1C[C@H](CC(C)C)N1C[C@H](Cc2ccccc2)N(CCc2ccccc2)C(=O)C1=O | . | -8 | -2 | 3 | 11 | -3 | -20 | -7
O=S1(=O)[C@H]2C[C@H](CO)O[C@@]2(CO)CN1Cc1ccc(-c2cccc(Cl)c2)cc1 | 3 | -44 | 4 | -3 | -2 | -10 | -22 | -16
C/C(=N\NC(=O)C1CC1c1ccccc1)c1cccc([N+](=O)[O-])c1 (stereo unspecified) | 4 | . | 0 | 9 | -10 | -20 | -3 | 13
C[C@H]1CN([C@@H](C)CO)C(=O)c2cc(NC(=O)Cc3ccccc3)ccc2O[C@@H]1CN(C)Cc1ccc(Oc2ccccc2)cc1 | 3 | . | 0 | 1 | 2 | -34 | 12 | -17
Cc1cc(N2C(=O)CC(N3CCN(C(c4ccccc4)c4ccccc4)CC3)C2=O)no1 (stereo unspecified) | -4 | . | -1 | 8 | 1 | . | . | .
O=C(COc1ccc(Cl)cc1)N1CCCC1 | 0 | . | -4 | 0 | -6 | 0 | . | .
Cc1nn(CC2CC2)c(=O)n1-c1ccccc1F | -9 | -9 | 1 | -10 | 0 | -2 | 6 | 12
CO[C@@H](CN(C)C(=O)c1cnccn1)[C@H](C)CN([C@@H](C)CO)S(=O)(=O)c1ccc(Cl)cc1 | -4 | . | 7 | 9 | 2 | 4 | -12 | 21

(further entries)
SMILES | ARNT-TACC3 inh | PAX8 inh HTS | Cneo AK release | PGC1a acetyl inh | PglD inh | Statin myotox sup | LGR2 inh | GSIS activator
c1ccc(-n2ncc3c(NCc4ccc5c(c4)OCO5)ncnc32)cc1 | 1 | . | -1 | -15 | -1 | 51 | . | .
CCOc1ccc(NC(=S)N2CCc3cc(OC)c(OC)cc3C2COc2ccc3c(C)cc(=O)oc3c2)cc1 (stereo unspecified) | -11 | -32 | . | . | . | . | -10 | -1
COc1ccc(-c2cn(CC[C@H]3CC[C@@H](NC(=O)Cc4ccccn4)[C@@H](CO)O3)nn2)cc1 | 8 | 88* | -1 | -2 | 2 | 4 | 7 | 4
CC(NS(=O)(=O)/C=C/c1ccccc1)C(=O)NCCc1ccc(S(N)(=O)=O)cc1 (stereo unspecified) | -4 | 11 | 1 | . | -3 | 1 | 15 | 23
CCOc1ccc(NC(=O)CCN2CCN(c3ccccc3OC)CC2)cc1 | -2 | . | -1 | -16 | 0 | . | . | .
COc1cc(CNC2CCCc3ccccc32)cc(OC)c1OC (stereo unspecified) | -5 | 21 | 1 | -3 | 0 | . | -4 | 9
Nc1cc(N)nc(SCC(=O)NCC2CCCO2)n1 (stereo unspecified) | -10 | 12 | 4 | 4 | -4 | -10 | . | .
Cc1nc2nc(C)c(CCC(=O)NC(C)c3ccc4c(c3)OCCO4)c(C)n2n1 (stereo unspecified) | -3 | -15 | -1 | 2 | -1 | -2 | . | .

Fetched by structure from the list above, 3 records:
SMILES | ARNT-TACC3 inh | PAX8 inh HTS | Cneo AK release | PGC1a acetyl inh | PglD inh | Statin myotox sup | LGR2 inh | GSIS activator
Cc1nc2nc(C)c(CCC(=O)NC(C)c3ccc4c(c3)OCCO4)c(C)n2n1 (stereo unspecified) | -3 | -15 | -1 | 2 | -1 | -2 | . | .
CCOc1ccc(NC(=O)CCN2CCN(c3ccccc3OC)CC2)cc1 | -2 | . | -1 | -16 | 0 | . | . | .
Nc1cc(N)nc(SCC(=O)NCC2CCCO2)n1 (stereo unspecified) | -10 | 12 | 4 | 4 | -4 | -10 | . | .

Source: PubChem
